All columns: NCI-60 one-dose screen, growth in % after 48 h at 10 µM unless noted; 100 = growth as untreated, 0 = no growth, -100 = all killed.
SF-295: SF-295 CNS cancer cells; hit rate 5.6% among 79,000; AID 1794758
U251: U251 CNS tumor cells. hit rate 5.4% among 80,000
SF-268: SF-268 CNS cancer cells. hit rate 3.1% among 82,000. AID 1794759
OVCAR-8: OVCAR-8 ovarian cancer; hit rate 4.4% among 81,000; AID 1794782
PC-3: PC-3 prostate cancer cells. AID 1794754. hit rate 3.9% among 80,000
SNB-19: SNB-19 CNS cancer cells; hit rate 2.5% among 81,000
DU-145: DU-145 prostate cancer. hit rate 4.2% among 81,000
SF-539: SF-539 CNS cancer. hit rate 6.8% among 81,000. AID 1794752
An asterisk follows results filed as active; . = no result given; & = joins results of further samples; ! = a repeat was not active. How the source made its calls: active means growth percent below 10; inactive means the rest. Not a hit list, and some 9.2% of all compounds hit somewhere here.

SMILES	SF-295	U251	SF-268	OVCAR-8	PC-3	SNB-19	DU-145	SF-539
CCCCCCC(C)(O)C(C(=O)O)c1ccccc1 (stereo unspecified)	105	115	115	123	91	91	.	115
Cc1cc(C)c2c(Cn3cc(CSc4nc5ccccc5o4)nn3)cc(=O)oc2c1	108	111	98	96	97	103	105	102
CC(C)(C)c1[nH]nc2c1C(c1cc3ccccc3[nH]c1=O)Nc1cc(C(=O)OCc3ccccc3)ccc1N2 (stereo unspecified)	30	52	59	65	41	62	65	66
COc1ccc(/C=N/NC(=O)CN2CCN(c3cc4c(cc3F)c(=O)c(C(=O)O)cn4C3CC3)CC2)cc1	99	93	100	92	93	96	107	109
CS(=O)(=O)CC(=N\O)/C(CS(C)(=O)=O)=N/O	102	97	91	94	94	102	101	99
O=C(O)CCCc1cn(Cc2cn(CC(=O)Nc3ccc(Br)cn3)nn2)c2ccccc12	110	105	95	97	87	93	109	95
N#Cc1nc(-c2ccccc2)oc1N1CCN(CCc2ccncc2)CC1	89	109	97	96	93	97	94	99
O=C(N/N=C\c1c[nH]c2ccccc12)N/N=C/c1c[nH]c2ccccc12	114	93	93	91	91	102	111	112
CCOCc1nc2ccccc2c(=O)[nH]1	100	102	101	103	95	101	107	102
N#C/C(=C\c1ccc(Cl)cc1)C(=O)Nc1cc(-c2ccccc2)nn1-c1ccccc1	102	98	103	97	98	94	109	91
Cc1cc(N=C2C=CC(=O)C=C2)c(C(C)C)cc1O	103	94	104	98	83	96	110	102
OC(COc1ccc(Cl)cc1)CN1CCN(c2ccccc2Cl)CC1 (stereo unspecified)	98	102	111	96	94	121	115	94
CCCCOc1c(N)cccc1C(=O)OCCN(CC)CC	103	97	95	93	87	100	103	104
CC(=O)SCC(Cc1ccccc1)C(=O)NCC(=O)OCc1ccccc1 (stereo unspecified)	101	102	123	98	92	103	118	115
CC1(C)C=C2[C@H]3CC[C@@H]4[C@@]5(C)C/C(=C/c6cccnc6)C(=O)C(C)(C)[C@@H]5CC[C@@]4(C)[C@]3(C)CC[C@@]2(CCl)CC1	103	84	93	86	77	97	103	103
COc1cc2c3c(c1OC)-c1ccccc1CC3OCC2 (stereo unspecified)	82	91	93	93	83	96	116	93
CCOC(=O)CNC1=C(Cl)C(=O)N(Cc2ccc(Cl)cc2)C1=O	108	100	98	100	98	99	113	91
Cc1nsc(N)n1	99	99	108	99	93	96	122	111
N#Cc1cnn(-c2ccc([N+](=O)[O-])cc2[N+](=O)[O-])c1N	83	100	107	101	98	104	114	101
CCCCCCCn1cc2c(NCCc3ccccc3)ncnc2n1	90	96	99	100	93	90	102	96
O=C(CN1CCN(c2ncnc3c2cnn3-c2ccccc2)CC1)Oc1ccc2ccccc2c1	112	102	102	98	86	105	106	97
Cc1cccc(CS(=O)(=O)NCc2ccc(N3CCCC3)cc2)c1	61	.	94	92	81	99	92	101
C(=C\CSc1ccccn1)/CSc1ccccn1	.	73	95	100	77	100	105	107
COC(=O)C(N)CS (stereo unspecified)	94	103	113	99	95	100	116	.
CCCCNCCOc1cccc(C)c1	95	96	100	90	85	106	107	101

Further structures follow.
SMILES	SF-295	U251	SF-268	OVCAR-8	PC-3	SNB-19	DU-145	SF-539
Cc1ccc(-c2cc(-c3cccnc3)[nH]c(=O)c2C#N)cc1	102	101	99	103	110	97	110	100
CCOc1cccc(/C=C2\N=C(c3ccccc3)OC2=O)c1	95	102	104	109	104	113	112	107
O=C(c1ccccc1)C(Sc1ccccc1)c1ccccc1 (stereo unspecified)	113	79	93	87	73	110	30	100
O=C(NCc1ccc(Cl)cc1Cl)C1CCC(=O)N1c1nccs1 (stereo unspecified)	95	102	101	105	93	109	107	97
Nc1cc2c([nH]c[n+]2CC#CCCl)c(SCC#CCCl)n1	.	-65*	-9.4*	0.0*	-20*	-67*	-5.8*	-75*
Cc1ccc2c(c1)c(=O)n(-c1ccccc1)c1nnc(C)n21	91	.	98	105	105	104	105	102
COc1ccc([C@H]2C(C(=O)c3ccc(Cl)cc3)C3(N[C@@H]2c2ccccc2)C(=O)Nc2ccc(Cl)cc23)cc1 (stereo partly specified)	-63*	-34*	20	15	18	16	15	-46*
COc1ccc(C(=O)CSc2nc(-c3ccc(Cl)cc3)c(C#N)c(=O)[nH]2)cc1	107	110	99	101	101	99	111	102
CCCCCCCCCCCC1=NC(C)(COC(=O)c2ccccc2)CO1 (stereo unspecified)	100	96	94	99	81	95	103	99
N#CNc1nc2ccccc2[nH]1	109	103	124	113	90	104	111	95
CN1CCc2c(sc3ncnc(N/N=C/c4cn(-c5ccccc5)nc4-c4ccc(Cl)cc4)c23)C1	22	18	31	-26*	55	34	31	7.1*
CCCCOC1=NN(c2ccccc2)C(c2ccc(Cl)cc2)N2CCC[C@@H]12 (stereo partly specified)	88	81	87	81	88	94	122	112
C(=N\Nc1nnn(Cc2ccccc2)n1)/c1ccccc1	31	32	46	40	52	.	40	41
SCCNC1CCCCC1	100	96	104	97	104	97	106	107
Cc1ccc(CNc2ccc3nc(NC(=O)CN4CCCCCC4)sc3c2)cc1	80	78	100	89	68	90	96	103
C/C(=C\CCc1ccoc1)CC/C=C(\C)CCCc1ccoc1	103	99	103	108	92	99	105	95
CC(Cl)C(Cl)(Cl)C(O)NC(=O)CCl (stereo unspecified)	106	91	99	94	90	97	106	102
Cc1cc(C)c2sc(=O)n(Cc3nnc(SCCC(=O)O)o3)c2n1	101	102	99	104	93	95	108	99
Cc1cc(C)c(C(=O)CC(=O)c2cccnc2)c(C)c1	40	40	62	48	53	59	68	73
Cc1cccc(Cl)c1NC(=O)C(C)N1CCCC1 (stereo unspecified)	106	96	110	110	99	103	113	115
COC(=O)c1ccc(-n2cc(CCCOS(=O)(=O)c3ccc(I)cc3)nn2)cc1	99	97	97	99	87	91	103	97
CCOC(=O)Nc1ccc(C(=O)/C=C/c2ccccc2)cc1	106	74	94	92	89	81	86	68
O=C(COCC(=O)N/N=C/c1ccc(Cl)cc1)N/N=C/c1ccc(Cl)cc1	82	107	101	121	94	95	113	107
CC/C=C\C[C@H](O)C/C=C1/C(=O)C=C[C@@H]1C/C=C\CCCC(=O)NC	8.5*	-9.0*	28	11	14	22	15	.
Cc1ccc(S(=O)(=O)n2cc(CNc3ccc(N4CCOCC4=O)cc3)c3ccccc32)cc1	89	95	89	82	90	98	68	97

New compounds follow
SMILES	SF-295	U251	SF-268	OVCAR-8	PC-3	SNB-19	DU-145	SF-539
Cc1sc2nc3nc(CC#N)[nH]n3c(=O)c2c1C	103	94	110	97	99	110	116	97
O/N=C/c1cc[n+](CCC[n+]2ccc(/C=N/O)cc2)cc1	93	99	113	104	101	110	115	109
CC(=O)C(=O)NCCCCCCCC(=O)Nc1ccccc1	102	107	107	112	102	102	115	106
COc1ccccc1OCC(O)CO (stereo unspecified)	3.6*!	81&97	114&100	104&115	92&52	85&96	123&115	121&92
O=c1[nH]nc(SC2CCCCC2)c(=O)[nH]1	118	103	99	101	91	103	114	99
Sc1cccc2c(S)cccc12	99	98	113	96	90	105	123	102
COc1cc(/C=C/C(=O)c2ccc(NC(=O)CSc3nnc(-c4cc(-c5ccc(S(C)(=O)=O)cc5)nc5ccccc45)n3-c3ccccc3)cc2)cc(OC)c1OC	102	105	99	91	94	98	104	102
C[C@]12O[C@H](C[C@]1(O)CO)n1c3ccccc3c3c4c(c5c6ccccc6n2c5c31)CNC4=O	-84*	-75*	-45*	-32*	-31*	-21*	3.6*	-97*
CCOC(=O)CCCCN1C(=O)S/C(=C\c2ccc(F)cc2)C1=O	102	102	100	102	93	96	111	97
COc1ccc(C2CC(c3ccc(N)cc3)=NN2C(=O)c2cc(-c3ccccc3)nc3ccccc23)cc1OC (stereo unspecified)	98	86	83	102	72	84	101	95
NS(=O)(=O)c1ccc(NNCCC(=O)c2ccccc2)cc1	106	99	104	101	100	102	106	97
O=C(N/N=C\c1ccccc1S(=O)(=O)O)N/N=C/c1ccccc1S(=O)(=O)O	101	100	102	100	96	100	106	111
N=C(c1ccccc1)N1CCN(Cc2ccccc2)CC1	107	90	103	97	86	98	107	99
C=C(C)[C@@H]1CC[C@]2(C)[C@H](CC[C@@H]3[C@H]4[C@H]5OC(=O)[C@@]4(CCC5(C)C)CC[C@]32C)[C@@]1(C)CC/C(N)=N/O	103	89	93	99	77	96	103	96
CC(Oc1ccc(C(=O)NS(=O)(=O)C2CC2)cc1C(F)(F)F)c1ccc(Oc2ccccc2)cn1 (stereo unspecified)	96	91	86	103	98	84	109	84
Cc1ccc(/C=C/C(=O)c2ccc(-c3cc4ccccc4oc3=O)nc2C)o1	100	108	108	107	100	99	111	98
O=c1[nH]c2ccccc2c2c1C(c1ccc(Cl)cc1)c1c(ncn3nc(-c4ccco4)nc13)O2 (stereo unspecified)	99	101	93	103	94	98	110	97
COC(=O)c1c(C(=O)OC)c2ccc3c4ccccc4ccc3n2c1C(=O)C(Br)Br	108	88	100	84	100	101	105	97
O=C(/C=C/c1ccccc1O)c1ccccc1O	86	75	83	82	73	92	57	87
COc1cc2c(c(OC)c1OC)C(=O)CC(c1cccc(NC(=O)c3ccccc3)c1)O2 (stereo unspecified)	89	93	88	86	79	94	89	91
CCOC(=O)c1c(N2CCN(C)CC2)[nH]c(=O)c(C=Nc2ccc(Cl)cc2)c1O	88	94	92	83	92	101	109	96
Cn1cc(CCc2cc[n+](CCC[n+]3ccc(CCc4cn(C)c5ccccc45)cc3)cc2)c2ccccc21	107	90	107	97	77	95	116	99
NNC(=O)c1ccc(Sc2ccc([N+](=O)[O-])cc2)cc1	91	98	90	92	78	94	106	105
CC(=O)N1N=C(c2ccc(Nc3nc(Nc4ccc(Cl)cc4)nc(Nc4ccc(Cl)cc4)n3)cc2)CC1c1ccc(Cl)cc1 (stereo unspecified)	115	103	137	96	100	94	158	145
C=C(CC(=O)OC)C(=O)OC	95	102	101	103	98	103	103	105

Shown with two lines to a compound: entries from further up.
Screens in order: SF-295	U251	SF-268	OVCAR-8	PC-3	SNB-19	DU-145	SF-539
> CCCCCCC(C)(O)C(C(=O)O)c1ccccc1 (stereo unspecified)
 : 105	115	115	123	91	91	.	115
> Cc1cc(C)c2c(Cn3cc(CSc4nc5ccccc5o4)nn3)cc(=O)oc2c1
 : 108	111	98	96	97	103	105	102
> CC(C)(C)c1[nH]nc2c1C(c1cc3ccccc3[nH]c1=O)Nc1cc(C(=O)OCc3ccccc3)ccc1N2 (stereo unspecified)
 : 30	52	59	65	41	62	65	66
> COc1ccc(/C=N/NC(=O)CN2CCN(c3cc4c(cc3F)c(=O)c(C(=O)O)cn4C3CC3)CC2)cc1
 : 99	93	100	92	93	96	107	109
> CS(=O)(=O)CC(=N\O)/C(CS(C)(=O)=O)=N/O
 : 102	97	91	94	94	102	101	99
> O=C(O)CCCc1cn(Cc2cn(CC(=O)Nc3ccc(Br)cn3)nn2)c2ccccc12
 : 110	105	95	97	87	93	109	95
> N#Cc1nc(-c2ccccc2)oc1N1CCN(CCc2ccncc2)CC1
 : 89	109	97	96	93	97	94	99
> O=C(N/N=C\c1c[nH]c2ccccc12)N/N=C/c1c[nH]c2ccccc12
 : 114	93	93	91	91	102	111	112
> CCOCc1nc2ccccc2c(=O)[nH]1
 : 100	102	101	103	95	101	107	102
> N#C/C(=C\c1ccc(Cl)cc1)C(=O)Nc1cc(-c2ccccc2)nn1-c1ccccc1
 : 102	98	103	97	98	94	109	91
> Cc1cc(N=C2C=CC(=O)C=C2)c(C(C)C)cc1O
 : 103	94	104	98	83	96	110	102
> OC(COc1ccc(Cl)cc1)CN1CCN(c2ccccc2Cl)CC1 (stereo unspecified)
 : 98	102	111	96	94	121	115	94

(continued)
SMILES	SF-295	U251	SF-268	OVCAR-8	PC-3	SNB-19	DU-145	SF-539
COc1ccc(-c2nc(SC(C)C)nc(NNC(N)=S)c2C#N)cc1	55	53	62	71	56	38	78	50
CCCCCOC(=O)COc1ccc(Cl)cc1Cl	108	94	98	89	120	97	115	105
[2H]C([2H])([2H])Oc1ccc(F)cc1/C=C/C(=O)/C=C(/C=C/c1cc(F)ccc1OC([2H])([2H])[2H])OB(F)F	101	43	99	19	67	95	85	113
O=C(Cn1cc(CSc2nnc3oc4ccccc4n23)nn1)Nc1cccc(Cl)c1	67	71	72	75	50	75	86	71
COc1ccc(N=Nc2cc(-c3ccc(Cl)cc3)oc2O)cc1	104	108	98	114	105	89	107	102
CN(CC(O)c1ccccc1)c1ccccc1 (stereo unspecified)	83	99	97	103	93	94	121	96
O=C1/C(=C/c2cccc3ccccc23)Oc2cc(O)ccc21	106	100	100	112	94	105	108	102
Clc1cc(Cl)cc(N2N=C(c3ccc4c(c3)OCO4)CC2c2sc(Cl)nc2Cl)c1 (stereo unspecified)	98	97	101	102	97	93	106	92
OCc1cn(-c2ccnc3ccccc23)nn1	106	100	105	100	94	98	116	105
O=c1c2cnn(-c3ccccc3)c2nc2n1N=C1c3ccccc3CN1N2	102	92	102	100	113	106	106	101
NS(=O)(=O)c1ccc(NC(=S)NC(=O)c2ccco2)cc1	111	103	102	106	.	107	111	101
COc1ccc(NC(=O)Nc2ccc(-c3ccc(OC)c(OC)c3)nc2C)cc1	102	22	59	47	81	71	72	71
CCOC(=O)Nc1nnc(Sc2nc3c(c(=O)n(C)c(=O)n3C)n2CC)s1	100	94	99	101	106	104	110	95
O=C(O)c1cn(C2CC2)c2cc(N3CCN(C(=O)c4ccccc4O)CC3)c(F)cc2c1=O	100	102	104	107	79	104	116	106
CCNC1(NC#N)CCCCC1	98	99	112	84	95	110	123	105
COc1cc2c(c(OC)c1OC)C(=O)CC(c1cccc(NC(=O)c3cc([N+](=O)[O-])ccc3Cl)c1)O2 (stereo unspecified)	50	31	42	-12*	43	53	5.6*	22
CC(=O)N(c1ccccc1C)c1ccccc1C	120	100	114	103	98	106	116	100
